High-throughput results: PubChem, Small Molecule Screening Facility, UW Madison
RMI FANCM FP: RMI-FANCM interaction inhibition | Fluorescence polarization, RMI core complex with F-MM2 peptide; hits give low values | FP signal (polarization) at 33 µM | 0.58% of 70,000 active | AID 1159607; in the data active = FP signal below about 40; note: inactives centre near 61; strong numbers were not always called active; unit not given here
* = called active by the depositor; & = joins results of further samples.

no. | molecule | RMI FANCM FP
1 | CCOC(=O)c1sc(NC(=O)Cc2ccc(OC)c(C)c2)nc1-c1ccccc1 | 79
2 | Cn1c(CSCCOc2ccc(Cl)cc2Cl)n[nH]c1=S | 55
3 | CCCN1CCCc2cc(CCNC(=O)C(=O)NCc3ccc4c(c3)OCO4)ccc21 | 110
4 | COCCn1c(=NC(=O)/C=C/c2ccccc2Cl)sc2cc(F)ccc21 | 69
5 | N#Cc1c(N)nc2c(c1-c1ccc(Cl)cc1)CCCC2 | 54
6 | O=C(c1cnn(-c2ccc(Cl)cc2)n1)c1cccs1 | 49
7 | N#C/C(=C\Nc1ccc2c(c1)C(=O)OC2)C(=O)c1cccs1 | 59
8 | N#CCCn1cc(C#N)c(-c2ccc(Br)cc2)n1 | 59
9 | COC(=O)CSc1nc2c(cnn2CCO)c(=O)[nH]1 | 70
10 | O/N=C\c1cn(-c2ccccc2)nc1-c1ccccc1 | 58
11 | O=C1CCC(=O)N1CC(O)Cn1c2ccc(Cl)cc2c2cc(Cl)ccc21 (centres undefined) | 68
12 | O=C(NCc1ccccn1)C(=O)NCC1OCCN1S(=O)(=O)c1cccs1 (centres undefined) | 58
13 | CC1CSc2nc3nc4ccccc4c-3nn21 (centres undefined) | 61
14 | Nc1nccc(-c2ccc([N+](=O)[O-])cc2)n1 | 57
15 | COc1ccc(-c2coc3cc(O)ccc3c2=O)cc1 | 56
16 | CC1(C)O[C@@H]2CC3C4CCC5=CC(=O)C=C[C@]5(C)[C@@]4(F)[C@@H](O)C[C@]3(C)[C@]2(C(=O)CO)O1 (some centres undefined) | 61
17 | O=C(CCc1csc(NC(=O)Nc2cccc(Cl)c2)n1)Nc1nccs1 | 76
18 | CC1CN(CC(O)COc2ccc(Br)cc2Br)CC(C)O1 (centres undefined) | 63
19 | CCc1c(C)nc(-n2nc(C)cc2C)n(CC(=O)NC(C)C)c1=O | 69
20 | CC(C)c1ccc(NC(=O)C(=O)NCC2CCN(Cc3ccccc3)CC2)cc1 | 70
21 | O=C(c1cc2cc(Br)ccc2oc1=O)N1CCN(c2ccc(Cl)c(Cl)c2)CC1 | 65
22 | O=C(Nc1ccccc1Sc1nccc(C(F)(F)F)n1)c1ccc(Cl)cc1 | 55
23 | O=C(NCc1csc2ccc(Cl)cc12)Nc1ccc(OCc2ccccc2)cc1 | 57
24 | Cc1c(O)c(Sc2ccccc2)c(=O)n(-c2ccccc2)c1-c1ccccc1 | 51
25 | CCc1c(C#N)c(SCC(=O)Nc2nc(-c3ccccc3)ns2)nc2c1C(=O)CC(C)(C)C2 | 70
26 | Cc1c(C)c2c(c(C)c1O)CCC(C)(CN1CCN(c3cc(N4CCCC4)nc(N4CCCC4)n3)CC1)O2 (centres undefined) | 55
27 | CCOC(=O)C(O)(c1ccc(N=Cc2ccccc2O)cc1)C(F)(F)F (centres undefined) | 53
28 | Cc1ccc(NC(=O)CSc2nnc3ccc(-c4ccncc4)nn23)c(C)c1 | 56
29 | O=C1NCCN1c1ncc([N+](=O)[O-])s1 | 62
30 | N#CCCSc1ccccc1NC(=O)c1cc(=O)c2ccccc2o1 | 55
31 | O=C(CCc1csc(NC(=O)Nc2ccccc2)n1)Nc1ccc2c(c1)OCO2 | 73
32 | Fc1ccc(NC(=S)N2N=C3c4ccccc4CCC3C2c2ccccc2Cl)cc1 (centres undefined) | 62
33 | O=S(=O)(c1cccs1)N1CCc2ccccc21 | 81
34 | CNC(=O)CCc1csc2nc(-c3ccccc3)cn12 | 61
35 | COc1ccccc1-c1ccc(N2CCN(C(=O)CC3CCCCC3)CC2)nn1 | 70
36 | C=CCn1c(SCC(=O)c2ccc(F)cc2)nc2scc(-c3ccc(C)o3)c2c1=O | 80
37 | CN(C)S(=O)(=O)Nc1cccc2cccnc12 | 63
38 | Cc1cc(NC(=O)C(=O)NCC(c2ccsc2)N2CCc3ccccc3C2)no1 (centres undefined) | 65
39 | CCOc1ccc(C(=O)Nc2cc(-c3cn4nc(OC)ccc4n3)ccc2C)cc1OCC | 73
40 | FC(F)(F)c1cc(-c2ccc3ccccc3c2)n[nH]1 | 58
41 | Cc1ccc(NC(=O)c2cnc3ccccc3n2)cc1C | 63
42 | O=C(O)/C=C\C(=O)Nc1ccccc1OC(F)(F)F | 53
43 | CC(C)(C)c1ccc(C(=O)NNC(=O)c2cccn(Cc3ccc(F)cc3)c2=O)cc1 | 65
44 | CC(NC(=O)Nc1cccc(Cl)c1)C(c1cccs1)N1CCN(c2ccccc2F)CC1 (centres undefined) | 61
45 | CCCCOc1ccc(S(=O)(=O)NCCn2nc(-c3ccncc3)ccc2=O)cc1 | 67
46 | COc1ccc2nc(Nc3ccc4nc(C)sc4c3)sc2c1 | 105
47 | CC(C)(C)CC(=O)N1CCN(c2ccc(-c3ccncc3)nn2)CC1 | 68
48 | COc1ccc(CNC(=O)C(=O)NCC2CCN(Cc3ccco3)CC2)cc1 | 70
49 | CCCc1cc(=O)n(CC(=O)NCc2cccs2)cn1 | 67
50 | O=C(O)c1ccc2c(c1)OCCO2 | 53

Additional compounds.
no. | molecule | RMI FANCM FP
51 | CC(=O)Nc1ccc(NC=C2C(=O)OC3(CCCCC3)OC2=O)cc1 | 62
52 | c1ccc(-c2csc3ncnc(N4CCN(CCOc5cccc6ccccc56)CC4)c23)cc1 | 83
53 | O=C(NCSCc1cccc(C(F)(F)F)c1)Nc1ccc(F)c(Cl)c1 | 56
54 | CC(C)C(=O)NCc1nnnn1C1CCCCC1 | 55
55 | Cc1ccc(C)c(S(=O)(=O)Nc2ccc(C(=O)N3CC(C)CC(C)C3)cc2)c1 (centres undefined) | 75
56 | COC(=O)c1c(NC(=O)c2ccc(C(C)(C)C)cc2)sc2c1CCN(C(C)C)C2 | 222
57 | O=C(NCCS(=O)(=O)N1CCN(c2ccccn2)CC1)c1ccco1 | 62
58 | CN(C)C=Nc1ccc2nnc(-c3ccccc3)n2n1 | 55
59 | CCOC(=O)c1ccc2c(c1)CC/C(=C\c1cccc(C(F)(F)F)c1)C2=O | 62
60 | COc1ccc(S(=O)(=O)NCC(c2ccc(N(C)C)cc2)N2CCc3ccccc3C2)cc1OC (centres undefined) | 55

6 entries picked at random from the list so far:
no. | molecule | RMI FANCM FP
17 | O=C(CCc1csc(NC(=O)Nc2cccc(Cl)c2)n1)Nc1nccs1 | 76
26 | Cc1c(C)c2c(c(C)c1O)CCC(C)(CN1CCN(c3cc(N4CCCC4)nc(N4CCCC4)n3)CC1)O2 (centres undefined) | 55
11 | O=C1CCC(=O)N1CC(O)Cn1c2ccc(Cl)cc2c2cc(Cl)ccc21 (centres undefined) | 68
29 | O=C1NCCN1c1ncc([N+](=O)[O-])s1 | 62
10 | O/N=C\c1cn(-c2ccccc2)nc1-c1ccccc1 | 58
18 | CC1CN(CC(O)COc2ccc(Br)cc2Br)CC(C)O1 (centres undefined) | 63

New compounds follow:
no. | molecule | RMI FANCM FP
61 | CCOc1ccc(NC(=O)CC(NCCCN(C)C)C(=O)O)cc1 (centres undefined) | 55
62 | CCCSc1ncccc1C(=O)Nc1c(C)noc1C | 56
63 | CCCCCCCCCCCCCCCCCC(=O)NCC(COP(=O)([O-])OCC[N+](C)(C)C)OCC (centres undefined) | 60
64 | N#Cc1c(Cl)cccc1NCc1ccc(Cl)cc1 | 60
65 | CCCc1ccc(S(=O)(=O)NCC2CCN(C3CCCC3)CC2)cc1 | 82
66 | COc1ccc2c(CC(=O)N3CCCC3)cc(=O)oc2c1 | 69
67 | Cc1ccc(CNC(=O)c2ccc(=O)n(C)n2)cc1 | 61
68 | O=C(Nc1ccc(OC(F)(F)F)cc1)Nc1cc(-c2ccco2)[nH]n1 | 52
69 | O=[N+]([O-])c1ccc(CSc2nnc3ccc(-c4ccccn4)nn23)cc1 | 56
70 | CCOC(=O)C(Cc1ccc(O)cc1)NC(C)=O (centres undefined) | 58

Copied from the list.
entry 68 in RMI FANCM FP shows 52
entry 62 in RMI FANCM FP shows 56
entry 70 in RMI FANCM FP shows 58
entry 69 in RMI FANCM FP shows 56

Following part
no. | molecule | RMI FANCM FP
71 | CN(C)c1ccc(C(=O)c2ccccc2)cc1 | 55
72 | COc1ccc(-c2cc3c(SCC(=O)Nc4ccc(C)c(F)c4)nccn3n2)cc1 | 81
73 | CCOC(=O)c1ccc(NC(=O)CSc2nnc(-c3cccn(CC)c3=O)n2C)cc1 | 64
74 | Cc1cccc(CC(=O)NCC2(c3cccs3)CCCC2)c1 | 68
75 | CN(C)CCCN(C(=O)c1ccnn1C)c1nc2ccc(F)cc2s1 | 77
76 | O=C(O)c1cc2c([nH]c1=O)CCCC2 | 74
77 | O=C(Oc1cc(Cl)cc(Cl)c1)c1ccccc1F | 55
78 | COc1cc(C2CC(=O)N3CN(c4ccc(F)cc4)CSC3=C2C#N)cc(Br)c1O (centres undefined) | 59
79 | O=S(=O)(N/N=C\c1cc(Br)ccc1O)c1ccccc1 | 59
80 | C=CCNC(NC(=O)OCC)(C(F)(F)F)C(F)(F)F | 57
81 | COc1cc(C2C(=C(O)c3ccccc3)C(=O)C(=O)N2c2nc(C)c(C)s2)ccc1O (centres undefined) | 64
82 | O=c1c2ccccc2nc2sc(Nc3ccc(F)c(Cl)c3)nn12 | 84
83 | O=c1[nH]c(=S)c2c(n1CCc1c[nH]c3ccccc13)CCC2 | 69
84 | O=C(Cc1csc(Nc2ccc(F)cc2)n1)Nc1ccc2c(c1)OCCO2 | 64
85 | CCOc1ccccc1-n1nnc2c(=O)n(Cc3nc(-c4ccc(OC)cc4OC)no3)cnc21 | 66
86 | Cn1nccc1C(=O)Nc1sccc1C#N | 68
87 | Cn1c(N)c(N2CCN(c3ccccc3)CC2)c(=O)[nH]c1=O | 69
88 | CCOc1ccc(/C=C/C(=O)Nc2ccc(N3CCCCC3)cc2)cc1 | 65
89 | CSc1ncccc1C1=N/C(=C\c2ccc(C(F)(F)F)cc2)C(=O)O1 | 55
90 | CN1CCN(NC(NC(=O)c2cccnc2)(C(F)(F)F)C(F)(F)F)CC1 | 61
91 | COc1ccc(NCc2nn(CC(=O)c3ccc(Br)cc3)c3[n+]2CCCCC3)cc1 | 79
92 | Cc1ccc(-c2csc3nc(SCC(=O)Nc4nsc(-c5ccccc5)n4)n(-c4ccccc4)c(=O)c23)cc1C | 67
93 | Cc1cccc(C)c1N1C(=O)CSCC1=O | 50
94 | C[N+](C)(CCCCCC[N+](C)(C)CCCN1C(=O)c2cccc3cccc(c23)C1=O)CCCN1C(=O)c2cccc3cccc(c23)C1=O | 63
95 | COC(CN=C(NC#N)SC)OC | 55
96 | O=S(=O)(N=S1CCC2(C1)OCCO2)c1cc(C(F)(F)F)cc(C(F)(F)F)c1 (centres undefined) | 56
97 | O=C(COc1ccccc1)NCC(c1ccco1)S(=O)(=O)c1ccc(F)cc1 (centres undefined) | 54
98 | COc1ccc(N2CCN(CC(O)COC3CC(C)CC(C)(C)C3)CC2)cc1 (centres undefined) | 58
99 | O=C(Nc1ccccc1C(=O)NCC1CC1)c1cccs1 | 53
100 | C(#Cc1ccc2noc(-c3ccccc3)c2c1)c1ccccc1 | 61
101 | CN1CCCc2cc(C(CNC(=O)Nc3ccc4c(c3)OCO4)N3CCCC3)ccc21 (centres undefined) | 81
102 | C=CCn1c(SCC(=O)NCc2ccc3c(c2)OCO3)nc2scc(-c3ccccc3)c2c1=O | 84
103 | Cc1cc(C)cc(N2Cc3ccccc3C2)c1 | 62
104 | Cc1cccc(-c2noc(-c3sccc3S(=O)(=O)N(C)c3ccc(C)c(F)c3)n2)c1 | 62
105 | COc1ccccc1C(=O)NCCn1cc(SCC(=O)NC2CCCC2)c2ccccc21 | 61
106 | O=C(CSc1ccc(NC(=O)C2CC2)nn1)NCC1CCCO1 (centres undefined) | 67
107 | O=C(NCC1COc2ccccc2O1)Nc1csc2ccccc12 (centres undefined) | 58
108 | Cc1ccc2c(c1)NC(=O)C(C)(C)O2 | 63
109 | COC(=O)c1scc(S(=O)(=O)Cc2ccco2)c1N/N=C(/C#N)S(=O)(=O)C(C)C | 56
110 | NC1=Nc2ccc(Cl)cc2C1(O)c1ccccc1 (centres undefined) | 56

Next section, overlapping the part above by seven compounds.
no. | molecule | RMI FANCM FP
104 | Cc1cccc(-c2noc(-c3sccc3S(=O)(=O)N(C)c3ccc(C)c(F)c3)n2)c1 | 62
105 | COc1ccccc1C(=O)NCCn1cc(SCC(=O)NC2CCCC2)c2ccccc21 | 61
106 | O=C(CSc1ccc(NC(=O)C2CC2)nn1)NCC1CCCO1 (centres undefined) | 67
107 | O=C(NCC1COc2ccccc2O1)Nc1csc2ccccc12 (centres undefined) | 58
108 | Cc1ccc2c(c1)NC(=O)C(C)(C)O2 | 63
109 | COC(=O)c1scc(S(=O)(=O)Cc2ccco2)c1N/N=C(/C#N)S(=O)(=O)C(C)C | 56
110 | NC1=Nc2ccc(Cl)cc2C1(O)c1ccccc1 (centres undefined) | 56
111 | CN(C)CCN(C(=O)c1ccccc1)c1nc2c(F)cccc2s1 | 73
112 | Cc1cc(C)cc(OCC(=O)NCCCn2nc(-c3ccco3)ccc2=O)c1 | 66
113 | CCc1cc(C(=O)c2ccc(OC)cc2)c(NC(=O)CSc2nnc(-c3cccs3)n2C)s1 | 53
114 | O=C(COc1coc(C(=O)Nc2ccncc2)cc1=O)Nc1ccccc1 | 56
115 | Cc1cccc2cc(C3CC(c4cccs4)=NN3C(=O)CCC(=O)O)c(Cl)nc12 (centres undefined) | 62
116 | Cc1cccc(Cl)c1NNC(=O)Nc1c([N+](=O)[O-])c(C)nn1C | 55
117 | Cc1cccc(NC(=O)NCCOc2ccccc2)c1C | 73
118 | COC(=O)c1c(NC(=O)c2ccc(C(=O)c3ccccc3)cc2)sc2c1CC(C)(C)NC2(C)C | 85
119 | CCOC(=O)C(CC)Sc1nnc(NC(=O)Nc2ccc(F)cc2)s1 (centres undefined) | 59
120 | Cc1ccc(C)c(S(=O)(=O)Nc2ccc3scnc3c2)c1 | 72
121 | S=C(c1ccncc1)N1CCOCC1 | 60
122 | COC(=O)c1cc(Cl)cc2c1N[S@](=O)S2 | 61
123 | O=C(Cc1cc(=O)[nH]c(SCc2ccc(F)cc2)n1)NCc1ccccc1Cl | 63
124 | CC(NC(=O)CSc1nccc(=O)[nH]1)c1ccccc1 (centres undefined) | 66
125 | Cc1ccccc1C(=O)Nc1ccc2nc(C)n(-c3ccccc3)c(=O)c2c1 | 66
126 | COc1ccc(Cl)cc1C(=O)N1CCN(c2nc3ccc(SC)cc3s2)CC1 | 70
127 | CN(C)CCCNc1nc2c(F)cccc2s1 | 82
128 | CC#C[C@]1(O)CC[C@H]2[C@@H]3CCC4=CC(=O)CCC4=C3[C@@H](c3ccc(N(C)C)cc3)C[C@@]21C | 50&59&57

This is a subset; count on the stated rates, not on these rows.
